Screens (PubChem BioAssay)
SR-BI DiI inh = blocks mouse SR-BI lipid uptake from DiI-HDL. hit rate 0.96% among 320,000. ldlA[mSR-BI] CHO cells, DiI-HDL uptake fluorescence, 3 h. inhibition, % at 12.5 µM;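 active = mean replicate inhibition of at least 70% and a set share of replicates each scoring 70 or more; inconclusive = meets just one of the two criteria; inactive = fails both criteria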;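 note: 0% = median of neutral control wells and 100% = median of positive control wells; values of inactives mirror those of a sister screen read the other way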
Target sequence (Q61009 whole entry, looked up): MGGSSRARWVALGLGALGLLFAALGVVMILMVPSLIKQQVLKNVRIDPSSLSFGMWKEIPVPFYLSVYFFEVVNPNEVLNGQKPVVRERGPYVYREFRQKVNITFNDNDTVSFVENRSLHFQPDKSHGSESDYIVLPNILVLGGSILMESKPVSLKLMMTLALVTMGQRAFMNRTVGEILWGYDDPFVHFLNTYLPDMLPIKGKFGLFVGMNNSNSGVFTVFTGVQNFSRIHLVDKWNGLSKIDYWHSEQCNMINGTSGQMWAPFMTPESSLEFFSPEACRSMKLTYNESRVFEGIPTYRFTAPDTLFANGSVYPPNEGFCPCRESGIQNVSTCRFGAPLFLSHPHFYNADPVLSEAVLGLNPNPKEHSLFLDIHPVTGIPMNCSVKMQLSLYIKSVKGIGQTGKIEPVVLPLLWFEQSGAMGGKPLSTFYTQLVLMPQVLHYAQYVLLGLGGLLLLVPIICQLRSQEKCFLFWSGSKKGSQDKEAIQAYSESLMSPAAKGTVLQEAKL
PKA-R2B act = activates the human PKA-R2B holoenzyme complex | AID 504700 | activation, % at 11.4 µM | P22694+P31323 | hit rate 0.079% among 340,000 | PKA-R2B holoenzyme dissociation, Cy5-IP20 fluorescence polarization; R2B truncated from residue 108, S112A mutant; 0% DMSO only, 100% 113 µM cGMP;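 active = activation above a cutoff set at the mean over all compounds plus 3 SD, cut at about 18% in these data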;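 note: higher means more holoenzyme dissociation and a rise in polarization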
Target sequence (P31323 whole entry, looked up, other chains not shown, the tested form may be a part): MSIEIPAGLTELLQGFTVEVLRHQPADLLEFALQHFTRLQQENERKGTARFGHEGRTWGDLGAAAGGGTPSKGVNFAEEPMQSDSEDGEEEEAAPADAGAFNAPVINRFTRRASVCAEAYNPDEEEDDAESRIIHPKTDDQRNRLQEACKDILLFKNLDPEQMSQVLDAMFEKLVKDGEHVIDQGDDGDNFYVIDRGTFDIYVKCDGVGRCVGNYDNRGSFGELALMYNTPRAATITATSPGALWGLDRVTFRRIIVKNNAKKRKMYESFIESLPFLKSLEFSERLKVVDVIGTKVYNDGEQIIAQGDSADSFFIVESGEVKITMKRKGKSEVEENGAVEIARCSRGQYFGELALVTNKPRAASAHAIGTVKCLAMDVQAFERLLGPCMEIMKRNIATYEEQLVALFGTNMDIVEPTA
DAGLB inh = diacylglycerol lipase beta (human) inhibition; HEK293T DAGLB membrane lysate, EnzChek fluorogenic substrate; inhibition, % at 5.17 µM; hit rate 0.059% among 340,000; AID 504411; in the data active = inhibition above about 34%;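 note: 0% = enzyme with vehicle and 100% = wells lacking enzyme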
PvdQ acylase = P. aeruginosa PvdQ acylase inhibition. hit rate 0.063% among 340,000. inhibition, % at 10 µM. purified PvdQ acylase, fluorescence plate reader; in the data active = inhibition above about 30%, passing the limit was not always enough; inconclusive = no clear call, values can overlap the other calls;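 note: 0% = vehicle neutral wells and 100% = reference inhibitor wells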
Keap1-Nrf2 PPI = Keap1-Nrf2 (human) interaction inhibition. inhibition, % at 9.4 µM. Keap1 Kelch-Nrf2 peptide fluorescence polarization, 1536-well. AID 504523. Q14145. hit rate 0.15% among 340,000; in the data active = inhibition above about 12%; inconclusive = no clear call, values can overlap the other calls; inactive = below about 7.3%;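 note: human Keap1 Kelch domain with fluorescein labeled Nrf2 9mer peptide probe; 0% = neutral control wells and 100% = peptide positive control; higher means more block of Keap1 binding to Nrf2 peptide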
RTF Ca sens inh = cardiac RTF calcium desensitization. P19429+P45379. IANBD-labeled cardiac RTF, Ca2+ fluorescence. inhibition, % at 7.15 µM. hit rate 0.12% among 340,000. AID 493244;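 active = inhibition above the mean inhibition of all tested compounds plus 3 SD, cut at about 17% in these data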;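 note: assay run at fixed EC70 calcium of 1.6 mM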
NSD2 HMT inh = NSD2 (human) methyltransferase inhibition | O96028 | NSD2 peptide methylation, AlphaScreen, 120 min | inhibition, % at 12.5 µM | hit rate 0.54% among 310,000; in the data active = inhibition above about 50%
LANA DNA inh = KSHV C-LANA DNA binding inhibition; MBP-C-LANA/FAM-LBS DNA binding, fluorescence polarization; inhibition, % at 9 µM; hit rate 0.078% among 340,000; AID 504423;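 active = highest replicate inhibition at or above 60% at 9 µM, even if other replicates fall short; inactive = all replicates below 60% inhibition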;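 note: 0% = neutral control wells and 100% = 4 µM acridine orange control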
Arr AP2 block = human beta-arrestin and AP2 interaction inhibition | FITC-arrestin peptide / GST-AP2 beads, flow cytometry; AP2 beta2 appendage carries R879A mutation | AID 504490 | hit rate 0.31% among 340,000 | inhibition, % at 10 µM;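 active = inhibition above a set limit, near 3 SD of compounds lacking own fluorescence, cut at about 54% in these data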;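 note: plate controls were DMSO wells for no effect and 5 µM unlabelled arrestin peptide for full effect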
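system = GST-tagged AP2 beta2-adaptin appendage (R879A) on 4 µm glutathione beads | reagent = FITC-labelled arrestin peptide probe, 50 nM final | schedule = compound with beads 12 min RT, then probe 1 h RT | signal = HyperCyt-sampled flow cytometry, FL1 channel, ex 488/em 535 nm | read-out = percent response from loss of bead-bound FITC fluorescence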
SR-BI DiI-HDL act = SR-BI HDL lipid transfer activation; activation, % at 12.5 µM; hit rate 0.096% among 320,000; CHO ldlA[mSR-BI] cells, DiI-HDL uptake fluorescence, 3 h; 100 = double the neutral-control signal; AID 504775;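 active = mean replicate activation of at least 60% and every replicate at or above 60%; inconclusive = mean or all-replicate condition met, but not both; inactive = mean below 60% and not all replicates reaching 60%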;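 note: 0% = median plate neutral-control signal and 100% = twice that signal; values of inactives mirror those of a sister screen read the other way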
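Test system: SR-BI-overexpressing, LDLR-lacking CHO cells; Also added: labelled HDL, 10 µg/mL; Measured by: bottom-read cell fluorescence after medium removal, ex 550/em 595 nm; Timing: 3 h uptake period with compound, 37 °C; Buffer or medium: F12, 0.5% BSA, 25 mM HEPES; Doses: single compound concentration, delivered by pin transfer.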
An asterisk follows results filed as active; ? = inconclusive; nt = no result given.

Sample of the layout:
SMILES | SR-BI DiI inh | PKA-R2B act | DAGLB inh | PvdQ acylase | Keap1-Nrf2 PPI | RTF Ca sens inh | NSD2 HMT inh | LANA DNA inh | Arr AP2 block | SR-BI DiI-HDL act
CCN(C(=O)COC(=O)c1sccc1C)c1c(N)n(Cc2ccccc2)c(=O)[nH]c1=O | -20.4 | 12.0 | -7.1 | 7.0 | 1.0 | -0.3 | -2.3 | -0.3 | -5.4 | 20.4
COc1ccc(Cl)cc1C(=O)Nc1ccc(NC(=O)C(C)C)cc1 | ? | 0.6 | -1.5 | -1.8 | 0.9 | -4.2 | -2.9 | 0.6 | 18.1 | -70.6

Main list, from the first entry:
SMILES | SR-BI DiI inh | PKA-R2B act | DAGLB inh | PvdQ acylase | Keap1-Nrf2 PPI | RTF Ca sens inh | NSD2 HMT inh | LANA DNA inh | Arr AP2 block | SR-BI DiI-HDL act
CCN(C(=O)COC(=O)c1sccc1C)c1c(N)n(Cc2ccccc2)c(=O)[nH]c1=O | -20.4 | 12.0 | -7.1 | 7.0 | 1.0 | -0.3 | -2.3 | -0.3 | -5.4 | 20.4
COc1ccc(Cl)cc1C(=O)Nc1ccc(NC(=O)C(C)C)cc1 | ? | 0.6 | -1.5 | -1.8 | 0.9 | -4.2 | -2.9 | 0.6 | 18.1 | -70.6
Cc1csc(SC(C)C(=O)Nc2ccc(S(=O)(=O)N3CCCC3)cc2)n1 (configuration not stated) | -0.2 | -8.0 | -4.4 | -6.1 | 1.9 | 12.0 | -1.4 | -0.6 | 2.5 | 0.2
CC[C@@]12C(=O)N(c3ccc(C)cc3)C(=O)N1[C@H](c1cccc(C)c1)[C@@H]1C(=O)N(Cc3ccccc3)C(=O)[C@@H]12 | -0.4 | -5.3 | -0.7 | -11.3 | -7.1 | 6.8 | nt | 1.0 | 0.7 | 0.4
CCOc1ccccc1OCCCC(=O)Nc1ccc(OC)nc1 | -39.7 | -7.8 | -0.5 | -2.7 | 0.1 | 0.5 | -0.9 | 0.4 | -5.9 | 39.7
COc1cc(C(=S)N2CCOCC2)cc(OC)c1OC(=O)c1cc([N+](=O)[O-])cc([N+](=O)[O-])c1 | -8.4 | -2.4 | -1.0 | -1.5 | 0.2 | -3.6 | 1.2 | 0.7 | -2.0 | 8.4
C/C(=N\NC(=O)c1ccc(Br)o1)c1cc2c(cc1NC(=O)CCC(=O)O)OCO2 | -17.4 | -2.5 | 1.6 | -9.8 | 3.1 | -3.0 | -1.5 | 1.4 | 1.0 | 17.4
CCOC(=O)C1(Cc2ccccc2Cl)CCN(C(=O)c2cc(C)on2)CC1 | 27.4 | -7.0 | -4.8 | 9.7 | -3.6 | -6.2 | -4.5 | -0.1 | 12.4 | -27.4
CCc1ccc(OCCCOc2ccc(C=O)cc2)cc1 | -7.4 | 2.0 | -27.9 | -8.1 | -6.8 | 0.5 | -8.1 | 0.2 | -2.7 | 7.4
CC1(C)CC(NCc2ccc3c(c2)OCO3)CCO1 (configuration not stated) | -31.2 | -5.8 | -0.3 | -8.7 | -6.5 | 0.5 | -9.7 | 0.4 | -13.5 | 31.2
COc1ccc(/C=C/C(=O)N(C)C2CCS(=O)(=O)C2)cc1 (configuration not stated) | -18.4 | -4.7 | 2.0 | -15.5 | 0.5 | -7.6 | 1.0 | -0.5 | -8.8 | 18.4
CN(C)C(=O)c1ccc(Nc2nnc(-c3ccc(O)cc3)c3ccccc23)cc1 | 8.7 | 4.7 | 1.7 | -1.1 | -6.8 | -2.0 | -1.6 | 0.1 | 0.6 | -8.7
COc1ccc(C=NC(CO)C(O)c2ccc([N+](=O)[O-])cc2)cc1 (configuration not stated) | -21.4 | 4.4 | 0.1 | -2.4 | 2.8 | -9.9 | 0.5 | 2.1 | -2.6 | 21.4
Cc1c(NS(=O)(=O)c2ccc3c(c2)Cc2ccccc2-3)c(=O)n(-c2ccccc2)n1C | -0.8 | 0.8 | 2.3 | -13.4 | -3.1 | 5.8 | -2.1 | 0.6 | -31.7 | 0.8
O=C(N/N=C/c1ccc(OCC(=O)N2CCCCC2)cc1)c1ccccc1 | 8.4 | 4.8 | 0.7 | 11.3 | 4.9 | -2.5 | nt | -1.2 | -1.4 | -8.4
O=C1CCN(Cc2ccccc2)C=C1c1ccc2ccccc2c1 | 14.0 | -10.9 | -3.4 | -11.3 | 3.1 | 0.2 | nt | 0.9 | 0.8 | -14.0
COc1ccc(NC(=O)COc2cccc3c2CCN(Cc2cccnc2)C3=O)c(OC)c1 | 10.1 | 5.9 | -1.3 | -5.1 | 1.7 | -4.0 | -1.6 | -1.1 | 11.2 | -10.1
Cc1ccc(NC(=O)CN(C)S(=O)(=O)c2cccc3cccnc23)cc1C | 13.1 | 12.6 | -1.5 | 7.9 | -4.4 | 5.8 | nt | -0.6 | 4.5 | -13.1
O=C(NNC(=O)c1cc2ccccc2cc1O)NC1CCCCC1 | 114.7* | -2.8 | 4.6 | -10.3 | 0.0 | 1.3 | 3.6 | -2.0 | -1.6 | -114.7
C[C@@H]1C=C(C(=O)N2CCN(Cc3ccc4c(c3)OCO4)CC2)O[C@H](OCCCCO)C1 | -3.4 | -2.0 | 0.6 | -15.7 | -3.0 | -8.3 | nt | -0.3 | -3.6 | 3.4
N=c1c(S(=O)(=O)c2ccc(Br)cc2)cc2c(=O)n3ccccc3nc2n1CCN1CCOCC1 | nt | -5.4 | 2.3 | -4.5 | 2.1 | -12.3 | -0.1 | 2.5 | 6.8 | nt
CCNC(=S)N(CCc1c(C)[nH]c2ccccc12)Cc1cc(OC)c(OC)c(OC)c1 | 50.8 | -10.7 | 2.8 | 0.0 | 1.2 | -0.6 | nt | 0.2 | 21.9 | -50.8
CN(C)/C=N/C1=C(C#N)C(c2cccs2)c2ccc3ccccc3c2O1 (configuration not stated) | 44.8 | 0.0 | 3.8 | -3.3 | 0.7 | -8.3 | 1.2 | 2.2 | -13.1 | -44.8
Cc1ccc(S(=O)(=O)N2CCCOC2CNC(=O)C(=O)NCc2ccco2)cc1 (configuration not stated) | -23.5 | -9.6 | 0.1 | -15.0 | -2.4 | -12.4 | -1.2 | 1.2 | 6.0 | 23.5
COc1ccccc1/C=C1/C(=O)N(c2ccccc2)N=C1C | 18.1 | 7.8 | 1.7 | -4.1 | 3.8 | -4.8 | 5.2 | -0.4 | 5.8 | -18.1
Cc1oc(C(=O)Nc2ccc(C(=O)O)cc2)cc1COc1ccccc1 | -30.5 | -11.0 | -0.8 | 0.5 | -2.2 | -0.3 | 5.7 | -0.4 | 20.1 | 30.4
Cc1ccccc1CCN1CCCC(CN(C)C(=O)c2ccc3ncccc3c2)C1 (configuration not stated) | -2.2 | 11.1 | 1.0 | -11.2 | -2.6 | -1.8 | 2.1 | 0.9 | -9.9 | 2.2
Cc1cc(C)c(C#N)c(OCC(=O)Nc2ccccc2)n1 | 6.4 | 8.4 | -1.5 | -11.0 | -0.8 | -8.6 | 0.8 | 0.4 | 21.3 | -6.4
CNC(=O)/C=C/c1cccc(C(F)(F)F)c1 | -14.4 | 0.2 | -1.4 | -15.7 | -5.9 | -3.8 | 3.9 | 0.1 | 5.0 | 14.4
COCCCn1c(SCC(=O)n2c(C)c(C)c3ccccc32)nnc1-c1ccoc1C | 31.9 | -6.5 | -4.4 | -5.0 | -6.4 | -0.8 | -0.3 | -1.4 | -0.9 | -31.9
O=C(Nc1ccc(Cl)c([N+](=O)[O-])c1)c1ccc2c(c1)OCCO2 | 47.9 | -7.3 | -2.8 | -0.9 | -6.9 | -1.6 | 1.1 | -12.1 | 12.6 | -47.9
C/C(=N\NC(=O)c1cc(C)oc1C)c1ccc(C)c([N+](=O)[O-])c1 | -1.4 | -3.4 | -2.0 | -6.3 | -3.5 | -8.1 | -3.1 | -0.4 | -1.8 | 1.4
CC(=O)N1CCOc2ccc(S(=O)(=O)N3CCC(C(=O)NCc4ccc(F)cc4)CC3)cc21 | -3.6 | 4.9 | -1.6 | 6.5 | 2.1 | 1.5 | -3.6 | 1.1 | 12.3 | 3.6
O=[N+]([O-])c1ccc(SCCc2ccccn2)cc1 | -23.8 | -8.2 | 0.6 | 10.9 | 1.5 | -4.1 | 3.5 | -0.3 | 12.4 | 23.8
Cc1[nH]c2ccccc2c1/C=N/NC(=O)CNC(=O)c1ccc2c(c1)OCO2 | 21.2 | 1.3 | 4.0 | -15.6 | -1.2 | -3.9 | 2.1 | -1.3 | -6.4 | -21.2
O=C(N/N=C/C1CC=CCC1)c1cc(-c2cccnc2)nc2ccccc12 (configuration not stated) | 28.9 | -1.2 | 0.6 | -13.3 | -0.1 | -8.4 | 1.2 | 0.7 | -8.9 | -28.9
COc1c(Cl)cc(C(=O)O)cc1Cl | -27.3 | -5.9 | -1.7 | 1.9 | -2.3 | -7.7 | nt | 2.3 | 0.8 | 27.3
Cc1cc(-c2n[nH]c(=S)n2-c2ccccc2)nn1C | -16.1 | 2.6 | -0.6 | -3.7 | -4.5 | -6.2 | -1.9 | -1.9 | 0.1 | 16.1
CC(CCc1ccccc1)NC(=O)COC(=O)c1cccs1 (configuration not stated) | 3.0 | 4.9 | 2.1 | -4.9 | 1.1 | 6.6 | 0.6 | 0.8 | -2.0 | -3.0
O=C(NCc1ccccc1)C(c1ccccc1)N(Cc1cccs1)C(=O)c1cnccn1 (configuration not stated) | -13.5 | -3.2 | 1.4 | 3.6 | 1.5 | -1.2 | -5.7 | -0.5 | 5.6 | 13.5
O=C(OCC(=O)N1CCc2ccccc21)c1ccncc1 | -3.6 | 7.6 | 0.5 | -11.1 | -1.0 | -5.9 | 7.7 | -0.5 | -1.4 | 3.6
Cn1cc(CCC(=O)N2CCCC(N3CCN(c4ccccc4F)CC3)C2)cn1 (configuration not stated) | -34.9 | -6.4 | 3.1 | -7.8 | 3.9 | -6.5 | -3.2 | -1.3 | 0.6 | 34.9
O=C1c2ccccc2C(Nc2ccc(Cl)cn2)N1c1ccccn1 (configuration not stated) | -16.1 | -4.3 | -0.6 | 14.1 | -3.2 | 5.3 | nt | 0.5 | 1.9 | 16.1
OCCN(CC#CCC(O)(c1ccccc1)C1CCCC1)CCO (configuration not stated) | nt | 1.2 | 1.6 | -16.5 | 0.3 | -7.6 | 20.3 | 0.4 | -16.6 | nt
CCOc1ccc(/C=C(\C#N)C(=O)Nc2ccccn2)cc1 | 15.7 | -1.1 | 2.1 | 1.1 | 4.0 | 1.0 | -9.0 | -0.6 | 1.3 | -15.7
O=C(CNC(=O)c1ccc(F)cc1)N/N=C/c1cc(Br)ccc1OC(=O)/C=C/c1ccco1 | nt | -0.2 | 3.7 | -5.8 | -4.7 | -14.5 | 0.1 | -1.5 | 1.1 | nt
